GLS inh = inhibitors of human glutaminase (GLS) | O94925 | GLS enzymatic activity, qHTS titration | Potency, µM (series often up to 45.5 µM), inactives show at the highest dose activity change, negative = inhibition, most hits filed as inhibitors | actives 0.21% (n = 410,000); note: potency is the fitted concentration of half-maximal effect; % is set by controls: 0 for no effect and ±100 for the full control effect
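Coupled fluorescence readout: glutamate oxidase/HRP/Amplex Red detect glutamate formed by hKGA from L-glutamine (1 mM solution added). Buffer 45 mM KH2PO4 pH 8.2, 0.02% Tween-20; reads at t0 and 30 min RT.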
Tb PGK inh = T. brucei PGK inhibition; Potency, µM (top dose mostly 57.5 µM), for the others: at the top dose activity change, negative = inhibition, hits mostly inhibitors; PGK/GAPDH coupled, Kinase-Glo luminescence, 60 min; AID 602233; actives 0.043% (n = 380,000); P07378; note: potency is the fitted concentration of half-maximal effect; % is set by controls: 0 for no effect and ±100 for the full control effect; nearly all actives have a fitted effect of over 60% in size
Target sequence (P07378 whole entry, looked up): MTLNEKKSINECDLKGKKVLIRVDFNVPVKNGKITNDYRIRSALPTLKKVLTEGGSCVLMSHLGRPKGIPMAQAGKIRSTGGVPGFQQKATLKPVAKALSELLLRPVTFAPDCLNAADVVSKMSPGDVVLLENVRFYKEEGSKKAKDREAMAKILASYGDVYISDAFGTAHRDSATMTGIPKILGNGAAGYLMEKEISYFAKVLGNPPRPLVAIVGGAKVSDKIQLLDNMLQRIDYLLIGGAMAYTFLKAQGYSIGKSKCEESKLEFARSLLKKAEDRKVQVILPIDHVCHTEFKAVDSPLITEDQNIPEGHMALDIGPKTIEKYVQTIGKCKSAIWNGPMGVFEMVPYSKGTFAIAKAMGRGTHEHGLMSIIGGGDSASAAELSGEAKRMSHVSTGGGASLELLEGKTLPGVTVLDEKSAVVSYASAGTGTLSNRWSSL
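Luminescent ATP detection (Kinase-Glo Plus) follows a 60-minute room-temperature incubation, with wells lacking PGK as controls. Buffer: 100 mM TEA (pH 7.6), 5 mM MgCl2, 0.01% Tween-20. Coupling enzyme GAPDH (100 nM final) supplies unstable 1,3-BPG in-well.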
BAZ2B inh = blocks human BAZ2B | AlphaScreen BAZ2B-H3K14Ac peptide displacement | Potency, µM (series often up to 114 µM), for the others: at the highest dose activity change, negative = inhibition, hits mostly inhibitors | actives 4.4% (n = 360,000) | AID 504333; note: potency is the fitted concentration of half-maximal effect; % is set by controls: 0 for no effect and ±100 for the full control effect; nearly all actives have a fitted effect of over 60% in size
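Protein-peptide AlphaScreen: BAZ2B 50 nM, b-H3K14Ac 50 nM, 1x PBS pH 7.4 + 0.01% Tween-20. Preincubation 30 min RT; cpd 30 min RT (top 110 uM); beads 20 min RT, light-protected.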
HP1b binding inh = HP1-beta chromodomain-methylated histone interaction inhibition. Potency, µM (top dose mostly 114 µM), inactives show at the top dose activity change, negative = inhibition, hits mostly inhibitors. P83916. actives 0.56% (n = 390,000). AlphaScreen HP1-beta / biotin-H3K9me3 peptide binding; note: potency is the fitted concentration of half-maximal effect; nearly all actives have a fitted effect of over 70% in size; inactives centre near 23
Target sequence (P83916 whole entry, looked up): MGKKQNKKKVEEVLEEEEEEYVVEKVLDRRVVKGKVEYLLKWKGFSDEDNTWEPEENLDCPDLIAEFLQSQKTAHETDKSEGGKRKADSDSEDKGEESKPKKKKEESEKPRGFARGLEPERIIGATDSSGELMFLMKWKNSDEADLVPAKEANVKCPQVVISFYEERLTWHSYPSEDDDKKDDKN
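Compound inhibition of the preformed complex between 50 nM HP1-beta and 50 nM biotinylated H3K9me3 peptide was read by AlphaScreen. Buffer was PBS pH 7.4 with 0.01% Tween-20. Incubations ran 30 min at room temperature, with 10 ug/mL donor/acceptor beads.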
JMJD2A Tudor = JMJD2A Tudor domain (human) inhibition. Potency, µM (highest dose often 114 µM), inactives show top-dose activity change, negative = inhibition, actives largely listed as inhibitors. AlphaScreen JMJD2A-Tudor / H3K4me3 peptide binding. actives 4.4% (n = 390,000); note: potency is the fitted concentration of half-maximal effect; % is set by controls: 0 for no effect and ±100 for the full control effect; nearly all actives have a fitted effect of over 50% in size
Pol eta inh = inhibitors of human DNA polymerase eta; AID 588591; actives 1.2% (n = 390,000); Q9Y253; Potency, µM (titrated, usually from 114 µM), for inactives: at the top dose activity change, negative = inhibition, actives largely listed as inhibitors; recombinant Pol eta, fluorescent DNA replication assay; note: potency is the fitted concentration of half-maximal effect; % is set by controls: 0 for no effect and ±100 for the full control effect
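Fluorescent replication assay: 50 nM final substrate added after a 15 min room-temperature compound preincubation with 10 nM enzyme. Signal taken at 0 min and again at 10 min.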
Pin1 inhibitor = blocks the human prolyl isomerase Pin1. Potency, µM (highest dose often 115 µM), for the others: at the top dose activity, negative = inhibition, hits mostly inhibitors. Pin1 FP peptide displacement, HiFluor488, 10 min. AID 504891. actives 0.009% (n = 390,000); active = well fitted inhibition curve with a large enough effect in the polarisation, with a control signal flat, not every such curve was filed as active; inconclusive = small, poorly fitted or top-dose-only effect, or effect the other way, or a change in a side signal; inactive = no such curve, though single readings can be large or run the other way; the % refers to the polarisation; note: potency is the fitted concentration of half-maximal effect; % is set by controls: 0 for no effect and ±100 for the full control effect
G9a block = G9a (human) methyltransferase inhibition | G9a H3K9 monomethylation, AlphaScreen, 2 h | Potency, µM (series often up to 102 µM), for the others: at the top dose activity, negative = inhibition, hits mostly inhibitors | actives 8.8% (n = 350,000); note: potency is the fitted concentration of half-maximal effect; % is set by controls: 0 for no effect and ±100 for the full control effect; nearly all actives have a fitted effect of over 75% in size
Target sequence (Q96KQ7 913-1193 limits assumed): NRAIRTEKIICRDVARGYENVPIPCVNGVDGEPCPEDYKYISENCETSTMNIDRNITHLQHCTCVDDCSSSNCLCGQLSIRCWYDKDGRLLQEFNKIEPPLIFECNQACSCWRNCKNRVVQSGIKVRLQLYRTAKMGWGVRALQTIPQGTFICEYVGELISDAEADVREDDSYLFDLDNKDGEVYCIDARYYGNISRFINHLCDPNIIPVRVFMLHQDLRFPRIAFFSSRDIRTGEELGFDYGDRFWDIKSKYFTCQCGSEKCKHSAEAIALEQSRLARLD
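G9a (20 nM) preincubated 15 min RT with compounds, then 500 nM biotinylated H3K9 peptide and 20 uM SAM added; 2 h RT reaction. Monomethyl-H3K9 product detected by AlphaScreen with anti-H3K9me1 antibody, streptavidin donor and anti-rabbit IgG acceptor beads.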
PI4K2A inh = blocks human PI4K2A kinase activity; activity change, negative = inhibition, % at 76.9 µM; purified PI4K2A, ADP-Glo luminescence, 1 h; hits give low values; Q9BTU6; AID 1346378; actives 0.13% (n = 420,000); in the data active = activity change below about -50%; inconclusive = mostly about -30% to -49%;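 note: -100% = wells without enzyme as full effect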
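Compounds are screened against recombinant PI4K2A using PI as substrate and ATP, the latter dispensed at 300 microM. Reactions run one hour at ambient temperature before ADP-Glo detection; full inhibition defined by wells lacking enzyme.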
Active calls of the source: *; i = inactive; ? = inconclusive; · = no result given; [ ] = another dose, or the depositor's remark. Unless noted, calls come from the whole dose curve; as a rule, active = well fitted curve in the direction sought with a large enough effect; inconclusive = small, poorly fitted or top-dose-only effect, or another doubt; inactive = no such curve, though single readings can be large; an effect the other way counts as inactive or inconclusive. A portion of the library (hit frequency here may not be typical).

The first 2 records as a preview:
SMILES	GLS inh	Tb PGK inh	BAZ2B inh	HP1b binding inh	JMJD2A Tudor	Pol eta inh	Pin1 inhibitor	G9a block	PI4K2A inh
CCOC(=O)C1CCCN(C(=O)CCn2nnnc2CN2CCOCC2)C1 (stereo not drawn)	1%	1%	0%	29%	-3%	-4%	-3%	·	3
COc1ccc(NC(=O)c2ccc(Cl)cc2)c[n+]1[O-]	-5%	-8%	-8%	21%	-15%	-6%	-3%	27%	0

Results (from the top)
SMILES	GLS inh	Tb PGK inh	BAZ2B inh	HP1b binding inh	JMJD2A Tudor	Pol eta inh	Pin1 inhibitor	G9a block	PI4K2A inh
CCOC(=O)C1CCCN(C(=O)CCn2nnnc2CN2CCOCC2)C1 (stereo not drawn)	1%	1%	0%	29%	-3%	-4%	-3%	·	3
COc1ccc(NC(=O)c2ccc(Cl)cc2)c[n+]1[O-]	-5%	-8%	-8%	21%	-15%	-6%	-3%	27%	0
CCCC(=O)N1c2ccccc2C(=C2SC(C(=O)OC)=C(C(=O)OC)S2)C(=S)C1(C)C	-8%	-5%	5.6µM*	14µM*	-30%[11.4 µM]	-8%	-1%	1.8µM*	-12
COc1ccc(S(=O)(=O)N2CCOC2CNC(=O)C(=O)NCCN(C)C)cc1 (stereo not drawn)	2%	11%	-12%	25%	-11%	-16%	-6%	·	2
COC(=O)c1ccc(N2C(=O)CC(N(C)CCc3ccc(OC)c(OC)c3)C2=O)cc1 (stereo not drawn)	10%	11%	1%	39%[activator]	-8%	-3%	-1%	35µM*	1
O=C(Nc1cccc2c1CCCC2)c1ccco1	-1%	-9%	-5%	27%	-7%	-11%	-8%	-76%	2
Nc1cc(=O)nc(SCC(=O)NCc2ccccc2)n1CCc1ccccc1	1%	-10%	5%	33%	26%[57.1 µM]	-17%	4%	23%[59 µM]	-2
COc1ccc2[nH]c(=O)c(CN(C(C)=O)c3cc(C)ccc3C)cc2c1	-6%	-8%	·	·	·	-12%	·	·	2
COc1ccc(Oc2ccc(/C=N/NC(=O)c3cccnc3)cc2[N+](=O)[O-])cc1	15%	-7%	-37%	-8%	?	-25%	3%	?	3
O=c1ccc2cc(S(=O)(=O)N3CCCC3)ccc2[nH]1	5%	-6%	2%	20%[57 µM]	-4%	-10%	-8%	5%[59 µM]	-1
Cc1ccc(S(=O)(=O)Nc2ccc(Cl)cc2C(=O)c2ccccc2)cc1	12%	-9%	-6%	5%	-26%[57.1 µM]	-13%	3%	-2%	-6
Cn1c(CNC(=O)c2ccccc2F)nnc1SCCOc1ccccc1	-5%	-5%	-6%	41%[activator]	-12%	-9%	1%	18%[12.7 µM]	4

Taken from above:
CCCC(=O)N1c2ccccc2C(=C2SC(C(=O)OC)=C(C(=O)OC)S2)C(=S)C1(C)C | Pol eta inh = -8%
COc1ccc(NC(=O)c2ccc(Cl)cc2)c[n+]1[O-] | Pol eta inh = -6%
O=C(Nc1cccc2c1CCCC2)c1ccco1 | Pin1 inhibitor = -8%
Cn1c(CNC(=O)c2ccccc2F)nnc1SCCOc1ccccc1 | Pol eta inh = -9%
COc1ccc2[nH]c(=O)c(CN(C(C)=O)c3cc(C)ccc3C)cc2c1 | Pol eta inh = -12%
CCOC(=O)C1CCCN(C(=O)CCn2nnnc2CN2CCOCC2)C1 (stereo not drawn) | Pol eta inh = -4%

(next part)
SMILES	GLS inh	Tb PGK inh	BAZ2B inh	HP1b binding inh	JMJD2A Tudor	Pol eta inh	Pin1 inhibitor	G9a block	PI4K2A inh
CC1(C)CC(=O)c2cc(OCC(=O)NCCCN3CCN(c4ccccc4F)CC3)ccc2O1	-1%	-7%	8%	7%	-12%	-12%	-4%	14%[12.7 µM]	11
CCN(CC)S(=O)(=O)c1ccc2[nH]c(=O)cc(C(=O)Nc3cccc(C(C)=O)c3)c2c1	2%	-4%	0%	41%[activator]	-13%	-7%	7%	7%	5
OC[C@@H]1[C@@H](c2ccccc2)C(c2cccc(Cl)c2)=NN1c1ccccc1	-7%	-4%	·	228%[activator]	147%[activator]	-9%	3%	313%[activator]	-3
CC1CCN(C2=NC(=O)/C(=C/c3cn(-c4ccccc4)nc3-c3cccc(S(=O)(=O)N(C)C)c3)S2)CC1	-8%	-6%	-8%	31%	-28%	6%	17%	-18%	0
COc1cccc(NC(=O)c2ccccc2NS(C)(=O)=O)c1	-8%	i	10%	33%	3%	-13%	0%	9%[12.7 µM]	-1
CCOc1cccc2sc(N(CCCN(C)C)C(=O)c3ccc(S(=O)(=O)N4CCCCCC4)cc3)nc12	6%	-10%	-28%	-10%	?	-12%	-4%	-18%	1
CC(=O)Nc1ccc(/C=N/NC(=S)NC(C)C)cc1	6%	-2%	-11%	35%	-10%	-13%	-5%	14%	1
CCOc1ccc(/C=N/NC(=O)c2nnn(-c3nonc3N)c2CN(C)C2CCCCC2)cc1	2%	1%	0%	27%	-9%	-5%	-7%	·	-10
CCn1c(C(=O)N2CCC(C(=O)N3CCN(c4ccc(OC)cc4)CC3)CC2)cc2sccc21	26%	-9%	?	-21%	?	-7%	-2%	?	1
COc1ccccc1CNC(=O)C(=O)NCC(c1ccco1)S(=O)(=O)c1cccs1 (stereo not drawn)	-2%	-9%	-17%	16%	-18%	-21%	-1%	0%[59 µM]	-1
Cc1ccc(C)c(NS(=O)(=O)c2ccc(OCC(=O)N3CCCC3)cc2)c1	5%	-6%	-4%	31%	-4%	5%	1%	7%[59 µM]	-1
Cc1[nH]c2ccccc2c1C(=O)CSc1n[nH]c(N)n1	-13%	-10%	·	23%	-8%	-14%	5%	6%	1
Cn1c(=O)c2c(nc3n2CC(COc2ccccc2)O3)n(C)c1=O (stereo not drawn)	0%	-6%	11%	50%[activator]	-1%	-9%	0%	·	0
COCCC(=O)NNS(=O)(=O)c1ccc(Cl)cc1	28%	-3%	4%	3%	?	-1%	-5%	7%[59 µM]	3
CC1(C)CC2CC(C)(CN2C(=O)COC(=O)c2cccc([N+](=O)[O-])c2)C1 (stereo not drawn)	7%	5%	·	24%	-3%	-12%	0%	·	4
COCCOc1cc(NC(=O)c2cccc(OC)c2)c(Cl)cc1Cl	0%	i	6%	60%[activator]	30%	-17%	6%	7%	8
Cc1ccc2c(c1)CCCN2C(=O)c1cccs1	-1%	-2%	3%	37%	-11%	-18%	7%	?	4
CC(=C/c1ccco1)/C=N/NC(=O)c1nnn(-c2nonc2N)c1CN(C)C	7%	0%	-11%	38%	-13%	-6%	-2%	2%	-6
Nc1nnc(SCc2cc3c(cc2Cl)OCO3)s1	0%	-3%	10%	15%	-18%	4%	-6%	6%[12.7 µM]	8
CC(=O)c1ccc(NC(=O)c2ccc3c(c2)nnn3C2CCCC2)cc1	-3%	-1%	-3%	-9%	-15%	5%	-2%	-3%[59 µM]	7
Cn1nc(C(C)(C)C)c([N+](=O)[O-])c1C(=O)NCCO	-20%	7%	10%	8%	50µM*	-23%	-4%	0%	5
CCOC(=O)Cc1nnc(NC(=O)c2ccccc2OCC)s1	1%	-8%	5%	43%[activator]	-1%	-13%	?	-43%[59 µM]	9
Cc1cccn2c(CN(C)CC3CCCCO3)c(C(=O)N3CCCCC3)nc12 (stereo not drawn)	2%	-5%	-3%	31%	-5%	-11%	0%	-2%	1
O=C(NNc1ccccn1)C(c1ccccc1)c1ccccc1	?	-13%	-23%	9%	-14%	-18%	-5%	2%	-9
O=C(O)c1cnc(-c2ccccc2)nc1Sc1cccc(Cl)c1	0%	-3%	2%	32%	-9%[57.1 µM]	-8%	-28%	0%[59 µM]	3
CSc1cc(-c2ccccc2)[nH]c(=O)c1C#N	0%	·	-22%	63%[activator]	0%	-14%	7%	-47%	6
COCCn1c(-c2ccc(SC)cc2)nc2c1c(=O)[nH]c(=O)n2CC(C)C	-3%	-6%	23%	21%	-5%	-17%	1%	?	6
COc1ccc(C(NC(=O)c2cc(OC)ccc2OC)c2ccccc2)cc1 (stereo not drawn)	-5%	7%	12%	30%	-1%	-11%	3%	17%	2
O=C(CSCc1cccc(Br)c1)NC1CC1	-9%	8%	6%	31%	10%[57.1 µM]	-18%	-2%	-9%[59 µM]	1
Cc1cc(Br)cn2cc(C(=O)O)nc12	-1%	7%	-38%	3%	?	-3%	-4%	9%	1
Cc1ncc(CN2CCN(Cc3ccc(F)cc3)C(CCO)C2)s1 (stereo not drawn)	2%	1%	-15%	19%	-10%	14%	11%	-2%	4
Cc1ccc(C(=O)NNC(=O)C2CCN(Cc3ccccc3)CC2)cc1	9%	1%	-6%	14%	-9%	-3%	4%	-10%[59 µM]	3
O=C(Nc1cccc([N+](=O)[O-])c1)NN1CCCCCC1	9%	i	·	3%[57 µM]	-27%	-11%	-9%	·	0

Source: PubChem BioAssay
